FN deposition inh: inhibitors of fibronectin matrix deposition, primary screen, AH1F cells, Alexa488-fibronectin fluorescence, plate reader; AH1F fibroblasts, overnight; inhibition, % at 12.6 µM; actives 0.086% (n = 350,000); AID 743247, 2014;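 active means mean inhibition across replicates of 30% or more, regardless of how many single replicates reach that level; inconclusive means mean under 30% yet at least half of replicates reach 30%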;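 further: positive control wells lacked labelled fibronectin entirely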
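Material – AH1F fibroblast monolayer, labelled fibronectin deposition · Reagent – labelled fibronectin 24 nM · Timing – 1 h adhesion, overnight exposure · Measured by – fluorescence at 485 nm excitation, 525 nm emission · Read-out – inhibition of fibronectin deposition signal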
EWS-Fli block: EWS/Fli-driven NR0B1 reporter inhibitors, primary screen, A673 cells, NR0B1 luciferase, luminescence, MLPCN library | viability-normalised | actives 0.67% (n = 350,000) | inhibition, % at 12.6 µM;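 active means mean inhibition of at least 50% after viability correction, with every replicate also passing that limit; inconclusive means mean reaches 50% but only one of two replicates passes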;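 further: firefly luciferase signal divided by Alamar Blue viability fluorescence both relative to DMSO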
PAX8 reporter: inhibitors of PAX8-driven TPO luciferase reporter, primary screen, RMG-I cells, single concentration | inhibition, % at 12.6 µM | actives 1.2% (n = 360,000) | SteadyGlo, 24 h;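 active means mean replicate inhibition at least 60% with every replicate also reaching 60%; inconclusive means only one of the two criteria is met; inactive means mean below 60% and not all replicates reaching 60%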;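 further: luciferase light reporting Pax8 driven TPO promoter activity; plate controls were median of neutral control wells for no effect and mitoxantrone controls for full effect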
F508del corr: F508del CFTR correction, initial screen, CFBE line, single point; actives 0.36% (n = 350,000); activity (quench increase), % at 7.58 µM; CFBE cells, YFP halide quenching; stimulated with forskolin plus potentiator P3; % fluorescence drop versus neutral controls; AID 720511, 2013;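 active means mean added fluorescence quench of at least 8% versus neutral control, with both replicates also reaching 8%; inconclusive means only one of the mean or replicate conditions met; inactive means mean below 8% and not both replicates reaching 8%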;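 further: cells transiently co-express mutant CFTR-F508del with the halide-sensitive YFP; corrector assay measuring rescue of mutant channel to the surface after 24 h compound exposure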
miR-122 sensor: miR-122 Renilla sensor signal increase in Huh7, primary screen, miR-122 inhibitor project, cell-based, single point, plate reader | Huh7 miR-122 Renilla luciferase sensor, 48 h; neutral wells = 0, positive control = 100 | activation (reporter increase), % at 12.5 µM | actives 0.3% (n = 340,000);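 active means mean replicate activation score at least 90 and every replicate individually at or above 90; inconclusive means only one of the two criteria met; inactive means neither criterion met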;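 further: higher luciferase means less miR-122 activity so hits act as miR-122 inhibitors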
DENV2 CPE rescue: inhibitors of DENV2 cytopathic effect, primary screen, cell-based, plate reader, single concentration. DENV2-infected cells, cytopathic effect rescue. CPE inhibition, % at 9.99 µM. actives 1.7% (n = 350,000). AID 651640, 2012; in the data active means CPE inhibition above about 20%, passing the limit was not always enough; inconclusive means no clear call, values can overlap the other calls; tested in BHK-21 cells;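 further: 0% = median of neutral control wells and 100% = median of positive control wells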
INS-1E GSIS act: GLuc luminescence reporter in INS-1E cells, primary screen for activators of glucose-dependent secretion of insulin | INS-1E GLuc reporter insulin secretion, 2-3 h | activation, % at 16.6 µM | actives 0.61% (n = 370,000);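 active means lowest replicate activation of at least 40%, so every replicate reaches that level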;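 further: 0% = median of neutral control wells and 100% = median of IBMX positive control wells; some compounds called inactive have numbers as strong as hits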
* hit, by the source's call; ? = inconclusive; . = no result given; & = joins results of further samples; [ ] = another dose, or the depositor's remark.

no.	Structure	FN deposition inh	EWS-Fli block	PAX8 reporter	F508del corr
1	COc1ccc(S(=O)(=O)Nc2ccc3c(c2)C(=O)N([C@@H](C)CO)C[C@H](C)[C@@H](CN(C)S(=O)(=O)c2c(C)noc2C)OCCCC[C@H](C)O3)cc1	-1	17	28	1.5
2	C[C@@H]1CN([C@H](C)CO)C(=O)c2cc(NC(=O)Nc3ccccc3)ccc2O[C@@H](C)CCCCO[C@@H]1CN(C)C(=O)C1CCCCC1	.	-6	0	0.0
3	Cc1cc(C(=O)COc2cccnc2[N+](=O)[O-])c(C)n1-c1ccccc1F	-3	40	-9	-1.7
4	O=C(NCc1ccc2c(c1)OCO2)c1cnc2n(c1=O)CCS2	7	-3	-19	3.2
5	NC(=O)c1c(NC(=O)CN2CCN(S(=O)(=O)c3ccccc3)CC2)sc2c1CCC2	-16	13	32	0.1
6	CCC1CCCCN1S(=O)(=O)c1ccc2[nH]c(=O)ccc2c1 (stereo not drawn)	2	1	4	1.4
7	C=C(C)CNC(=S)NNC(=O)c1cc(C)oc1C	13	.	18	.
8	O=[N+]([O-])c1ccccc1O[C@@H]1O[C@H](CO)[C@H](O)[C@H](O)[C@H]1O	-1	6	9	-0.2

no.	miR-122 sensor	DENV2 CPE rescue	INS-1E GSIS act
1	-9[16.7 µM]	-11	-16
2	1[16.7 µM]	71*	.
3	.	0	7
4	2	-9	-3
5	-2	7	-5
6	-1	?	.
7	-6	.	-2
8	-6	2	6

Additional entries
no.	Structure	FN deposition inh	EWS-Fli block	PAX8 reporter	F508del corr
9	CCCN(CC(=O)Nc1ccc(NC(C)=O)cc1)CC(=O)Nc1ccc(F)c(F)c1F	-4	4	-2	-2.3
10	COc1ccc(-n2cc3ccc([N+](=O)[O-])cc3n2)cc1	-6	-32	-100	-1.1
11	CC1(C(=O)NS(=O)(=O)c2ccc(Cl)cc2)CCN1C(=O)Cc1ccc(Cl)cc1Cl (stereo not drawn)	3	-3	0	0.1
12	COc1ccc(/C=N/N2C(C)CCCC2C)cc1OC (stereo not drawn)	-3	-6	12	-1.1
13	COCCn1nnnc1C(c1cccs1)N1CCN(c2cc(C)ccc2C)CC1 (stereo not drawn)	10	.	.	.
14	O=S1(=O)CC(N2CCC(c3ccccc3)CC2)CN1Cc1ccc(F)cc1 (stereo not drawn)	-14	-9	1	5.9
15	CCOc1ccc(Nc2ccc(C(=O)O)cc2[N+](=O)[O-])cc1	3	-30	11	.
16	COc1ccc2oc(C(=O)Nc3nc(C)cs3)c(C)c2c1	.	4	-204	3.1

no.	miR-122 sensor	DENV2 CPE rescue	INS-1E GSIS act
9	3	-1	-4
10	.	-2	14
11	-2	9	-6
12	8	-6	5
13	5	.	-11
14	1	3	-10
15	-5	-3	-26
16	0	-3	-12

Additional results follow.
no.	Structure	FN deposition inh	EWS-Fli block	PAX8 reporter	F508del corr
17	CCCn1c(CC)nc([N+](=O)[O-])c1S(=O)(=O)c1ccccc1	17	.	82*	.
18	CCOC(=O)C1C2C=CC(CC2)N1c1ccccc1 (stereo not drawn)	2	-4	-15	0.0
19	N#C/C(=C/C1=C(N2CCOCC2)C(=C/c2ccccc2)/CC1)C(=O)Nc1ccccc1F	1	-8	-2	1.8
20	CC1CC(C)CN(C(=O)COC(=O)c2c[nH]c3ccccc23)C1 (stereo not drawn)	-1	-11	25	-1.3
21	CCOC(=O)C1CCCN(CC(=O)Nc2cc(C)cc(C)c2)C1 (stereo not drawn)	-8	-7	4	0.4
22	COc1ccccc1CN1C[C@@H](C)[C@@H](OC)CN(C)C(=O)c2cc(NC(C)=O)ccc2OC[C@@H]1C	8	-4	-15	-0.4
23	Cc1cc(/C=C(\C#N)C(=O)N2CCOCC2)c(C)n1C1CCCC1	-3	8	-75	-0.4
24	COc1cc(SC)ccc1C(=O)NCCc1c[nH]c2ccccc12	7	-31	-24	0.0

no.	miR-122 sensor	DENV2 CPE rescue	INS-1E GSIS act
17	-48	.	.
18	-4	0	.
19	.	-6	-13
20	.	1	-5
21	-2	9	7
22	.	?	4
23	.	-15	-11
24	-6	-4	-25

Next results.
no.	Structure	FN deposition inh	EWS-Fli block	PAX8 reporter	F508del corr
25	CN(CC1COc2ccccc2O1)C(=O)CSc1ncccn1 (stereo not drawn)	4	-14	.	0.7
26	COC(=O)C[C@H]1C[C@@H]2c3cc(N(C)C)ccc3O[C@@H]2[C@H](CO)O1	-2&-2	-4	10	-0.2&1.5
27	C[C@@H]1CN([C@H](C)CO)C(=O)c2cccc(NC(=O)c3cnccn3)c2O[C@@H]1CN(C)Cc1ccc(Oc2ccccc2)cc1	.	8	34	2.6
28	O=C(C1CCOCC1)N1CC(=O)N2[C@H](CO)[C@@H](c3ccc(/C=C/c4ccccc4)cc3)[C@H]2C1	-14	-1	-9	-0.1
29	Cc1onc(-c2ccccc2)c1C(=O)Nc1cccc(S(=O)(=O)N2CCCCC2)c1	-4	1	.	2.3
30	CC(C)(C)NC[C@@H](O)COc1cccc2c1CCCC2=O	-3	-10	1	-1.1
31	COc1ccc2[nH]cc(CCNC(=O)C3CCCNC3=O)c2c1 (stereo not drawn)	-4	-1	2	0.3
32	C[C@H](CO)N1C[C@H](C)[C@H](CN(C)C(=O)Cc2ccccc2)Oc2ncc(C3=CCCCC3)cc2C1=O	.	1	1	3.0

no.	miR-122 sensor	DENV2 CPE rescue	INS-1E GSIS act
25	-7	7	.
26	-4	-2&6	2
27	-7[16.7 µM]	0	-11
28	.	1	2
29	13	-4	12
30	6	31*	11
31	-9	-11	-15
32	.	17	-12

Other records follow:
no.	Structure	FN deposition inh	EWS-Fli block	PAX8 reporter	F508del corr
33	C[C@@H]1CN([C@H](C)CO)C(=O)c2cc(NC(=O)c3ccncc3)ccc2O[C@H]1CN(C)Cc1ccc(-c2ccccc2)cc1	13	14	11	-4.1
34	Cc1cccc(OCC(=O)N(Cc2ccc(F)cc2)C2CCS(=O)(=O)C2)c1C (stereo not drawn)	-1	.	14	-0.4
35	O=C(c1cc(-c2cccc(Cl)c2)on1)N1CCc2ccccc2C1	9	-8	3	-2.2
36	CN(C)c1ccc(-c2csc(C(O)c3ccc(F)cc3)n2)cc1 (stereo not drawn)	10	-99	-169	-2.8
37	COc1ccc([Si](C)(C)[C@H]2[C@H](CCO)O[C@@]3(C(=O)N(C)c4ccccc43)[C@@H]2C)cc1	.	0	18	1.9
38	Cc1ccc(CS(=O)(=O)CCC(=O)N2CCOCC2)cc1	.	-3	.	-1.6
39	COc1ccc(C(CNc2ncnc3sccc23)N(C)C)cc1OC (stereo not drawn)	-2	6	24	-0.7
40	C[C@H]1CN([C@@H](C)CO)C(=O)c2cc(NC(=O)NC3CCCCC3)ccc2O[C@H]1CN(C)C(=O)Nc1ccc(C(F)(F)F)cc1	-13	4&16	20	-3.2&-1.1

no.	miR-122 sensor	DENV2 CPE rescue	INS-1E GSIS act
33	13[16.7 µM]	-1	-31
34	-5	-8	-9
35	-6	1	10
36	-2	-4	-4
37	.	-3	.
38	-3	.	5
39	.	2	2
40	-3[16.7 µM]	-4	11&-15

(next part)
no.	Structure	FN deposition inh	EWS-Fli block	PAX8 reporter	F508del corr
41	C[C@@H]1CN([C@@H](C)CO)C(=O)c2cc(-c3ccc(F)cc3)cnc2O[C@H]1CN(C)C(=O)c1cccnc1	.	8	1	-2.0
42	O=C(CCC(=O)N/N=C/c1c[nH]c2ccccc12)NCc1ccccc1	10	.	12	.
43	Cc1ccccc1NC(=O)Cc1nc(COC(=O)CNC(=O)c2ccc(Cl)cc2Cl)cs1	.	-2	11	-3.0
44	C/C(=N\NC(=O)Cc1ccc(Cl)cc1)c1cccc(NC(=O)c2cccnc2)c1	.	.	11	-2.3
45	c1ccc2c(Nc3ccc4c(c3)OCCO4)c3c(nc2c1)CCC3	-7	21	26	-3.6
46	CCc1ccc(N2C=C(C(=O)OC)C(c3ccc(OC)cc3)C(C#N)=C2N)cc1 (stereo not drawn)	-3	54*	3	0.1
47	CCOC(=O)c1ccc(NC(=O)C(=O)NCc2ccco2)cc1	-1	-13	10	-0.3
48	O=C(NC(=S)N1CCCCC1)C12CC3CC(CC(C3)C1)C2	-1	.	2	.

no.	miR-122 sensor	DENV2 CPE rescue	INS-1E GSIS act
41	8[16.7 µM]	6	6
42	.	.	17
43	.	-8	12
44	.	14	-8
45	.	?	6
46	.	1	-15
47	.	-1	-1
48	-5	.	.

(continued)
no.	Structure	FN deposition inh	EWS-Fli block	PAX8 reporter	F508del corr
49	Cc1cc(C)cc(N(CC(=O)Nc2ccccc2C(=O)N2CCOCC2)S(C)(=O)=O)c1	9	.	-9	.
50	O=C(C[C@@H]1C[C@H]2c3cc(NC(=O)Nc4ccc(F)cc4)ccc3O[C@H]2[C@H](CO)O1)NCC(F)(F)F	-3	0	.	0.4
51	COc1ccc(-c2nnc(SCC(=O)Nc3ncc(C)s3)n2-c2ccccc2)cc1OC	8	.	29	.
52	CNC(=O)C[C@H]1CC[C@H]2[C@@H](COC[C@H](O)CN2C(=O)Nc2cccc(OC)c2)O1	-13	-7	1	2.0
53	CCOC(=O)C1(C)CCCN1C(=O)c1ccc(Cl)nc1 (stereo not drawn)	.	-2	14	1.3
54	COc1ccc(C)cc1NC(=O)C1CC1c1ccccc1 (stereo not drawn)	-1	-4	-13	-1.2
55	Cc1nn(S(=O)(=O)c2cccc([N+](=O)[O-])c2)c(C)c1Br	6	-9	21	1.4
56	COc1ccc(C2CC(=O)Oc3c(C(C)C)ccc(C)c32)cc1 (stereo not drawn)	3	0	1	2.2

no.	miR-122 sensor	DENV2 CPE rescue	INS-1E GSIS act
49	.	.	19
50	1[16.7 µM]	1	-8
51	7	.	0
52	0[16.7 µM]	-10	14
53	1	-5	19
54	.	10	-23
55	.	-9	17
56	1	0	-8
